Bioassay records deposited in PubChem BioAssay by several laboratories.
MBD2 inh – inhibitors of human MBD2 binding to methylated oligonucleotide; Q9UBB5; TR-FRET; inhibition, % at 4.4 µM; actives 0.31% (n = 370,000); in the data active = inhibition above about 13%
HTRA1 inh – inhibitors of human serine peptidase HTRA1; Q92743; recombinant HTRA1, FP-rhodamine activity-based probe, fluorescence polarization; inhibition, % at 5.96 µM; actives 0.5% (n = 340,000); AID 504803; in the data active = inhibition above about 36%;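 note: 0% = enzyme with DMSO and 100% = wells lacking enzyme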
PG9 Ab binder – PG9 antibody binding by small molecule; AID 624416; TR-FRET gp120-PG9 antibody binding; inhibition, % at 6.7 µM; actives 0.43% (n = 360,000); in the data active = inhibition above about 8.5%
rCAG RNA binder – molecules binding r(CAG) RNA repeats; inhibition, % at 3 µM; AID 651821; actives 1.3% (n = 370,000); r(CAG) RNA repeat, TO-PRO-1 dye displacement fluorescence;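 active = inhibition above the plate cutoff, the mean of all test compounds on that plate plus 3 SD, cut at about 35% in these data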;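 note: 0% = DMSO alone and 100% = 100 µM mitoxantrone as full dye displacement; higher means more dye released from RNA so lower well fluorescence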
NR1D1 modulator – modulates human Rev-erb alpha binding to DNA; AID 1259318; activity, % at 10 µM; Rev-erbα–FITC-DNA binding, fluorescence polarization, 90 min; P20393; actives 0.79% (n = 370,000);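 active = activity above about 14%, limit read from the data; passing the limit was not always enough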;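 note: 0% = DMSO wells with 35 nM protein and 100% = DMSO wells with 750 nM protein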
Target sequence (P20393 whole entry, looked up): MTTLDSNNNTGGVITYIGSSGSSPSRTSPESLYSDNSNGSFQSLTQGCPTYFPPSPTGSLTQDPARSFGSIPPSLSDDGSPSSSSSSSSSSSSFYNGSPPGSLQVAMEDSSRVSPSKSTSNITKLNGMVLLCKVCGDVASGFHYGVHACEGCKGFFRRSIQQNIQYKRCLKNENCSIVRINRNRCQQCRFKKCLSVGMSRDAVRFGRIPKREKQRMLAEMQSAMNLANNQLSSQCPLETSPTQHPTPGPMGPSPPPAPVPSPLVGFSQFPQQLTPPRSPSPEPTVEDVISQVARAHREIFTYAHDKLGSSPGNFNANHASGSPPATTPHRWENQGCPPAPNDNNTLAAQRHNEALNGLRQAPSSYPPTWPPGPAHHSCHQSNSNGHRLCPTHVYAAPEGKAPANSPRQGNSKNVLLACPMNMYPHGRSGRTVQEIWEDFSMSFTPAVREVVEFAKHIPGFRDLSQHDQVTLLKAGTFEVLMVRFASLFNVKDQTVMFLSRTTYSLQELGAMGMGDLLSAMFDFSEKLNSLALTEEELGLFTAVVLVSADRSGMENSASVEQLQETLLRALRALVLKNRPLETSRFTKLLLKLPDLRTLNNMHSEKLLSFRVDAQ
TCR CD3 inh – inhibitors of human TCR-CD3 interaction; TAMRA-labeled TCR probe fluorescence, biochemical; inhibition, % at 9.4 µM; actives 0.37% (n = 360,000); AID 651800; in the data active = inhibition above about 19%;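 note: recombinant mutant TCR 2C K166C tagged with TAMRA read by polarization; 0% = receptor in buffer alone and 100% = receptor with positive control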
PRMT1 FP inh – PRMT1 (human) inhibition, primary screen. Q99873. recombinant PRMT1, activity-based probe fluorescence polarization. inhibition, % at 2.79 µM. actives 1.3% (n = 370,000);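 active = inhibition above about 21% made by adding two undisclosed values, limit read from the data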
UHRF1 binding – blocks human UHRF1 binding to methylated DNA. actives 0.75% (n = 370,000). UHRF1 binding to methylated oligo, TR-FRET. AID 687016. inhibition, % at 4.4 µM. Q96T88; in the data active = inhibition above about 21%;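 note: UHRF1 SRA domain binding a hemimethylated CpG hairpin DNA probe; 0% = median of test compound wells and 100% = reference inhibitor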
LEDGF integ inh – blocks HIV-1 LEDGF/p75-dependent DNA integration | TR-FRET IN-LEDGF/p75 DNA integration, Eu/Cy5 | actives 0.64% (n = 370,000) | inhibition, % at 3.7 µM | AID 743269;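 active = inhibition above the screen-wide mean plus 3 SD, cut at about 13% in these data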;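 note: signal is the Cy5 over europium emission ratio at 671 and 618 nm; 0% = plate median of compound wells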
mABHD4 FP – inhibitors of mouse ABHD4; Q8VD66; purified mABHD4, FP-Rh probe fluorescence polarization; inhibition, % at 8.92 µM; actives 0.54% (n = 370,000); AID 720543;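 active = inhibition exceeding the mean over every tested compound plus 3 SD, cut at about 30% in these data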;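 note: 0% = plate median of compound wells and 100% = S159A mutant with DMSO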
Target sequence (Q8VD66 whole entry, looked up): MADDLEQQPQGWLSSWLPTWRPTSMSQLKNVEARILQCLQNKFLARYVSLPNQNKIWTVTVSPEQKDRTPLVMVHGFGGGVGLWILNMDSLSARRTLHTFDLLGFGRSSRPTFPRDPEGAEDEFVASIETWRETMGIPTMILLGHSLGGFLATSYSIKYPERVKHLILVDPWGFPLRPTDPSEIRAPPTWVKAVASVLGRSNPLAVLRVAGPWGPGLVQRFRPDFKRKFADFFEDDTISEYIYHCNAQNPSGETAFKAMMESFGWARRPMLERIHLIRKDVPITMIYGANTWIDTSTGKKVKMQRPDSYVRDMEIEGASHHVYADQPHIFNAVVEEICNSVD
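Test system: mouse ABHD4 enzyme, wild type. Reagent: FP-Rh fluorescent activity-based probe, added after compound pre-incubation. Timing: pre-incubation 45 min, probe exposure 60 min, at 25 °C. Technique: FP readout, ex 525 nm / em 598 nm. Benchmarks: high control S159A mutant with DMSO, low control median of compound wells.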
An asterisk follows results filed as active; . = not tested or not shown; & = joins results of further samples. An excerpt; rates above refer to the full screens.

SMILES | MBD2 inh | HTRA1 inh | PG9 Ab binder | rCAG RNA binder | NR1D1 modulator | TCR CD3 inh | PRMT1 FP inh | UHRF1 binding | LEDGF integ inh | mABHD4 FP
CCOC(=O)CSc1nc2cc3c(cc2cc1C#N)OCCO3 | -6 | -1 | 3.3 | 2 | 75* | 9 | -2 | -7 | -1 | -3
CCN(CC(=O)Nc1c(F)cccc1F)C(=O)CCc1ccc(OC)cc1 | 1 | 1 | 0.3 | -4 | -5 | -1 | 1 | 3 | -3 | 2
O=C(NCc1cn2ccccc2n1)c1ccc2c(c1)OCO2 | 1 | -2 | -1.1 | 1 | -6 | 3 | -3 | -1 | -3 | -2
Cc1cc(C)cc(NC(=O)Cc2ccc(S(=O)(=O)N3CCCC3)s2)c1 | 1 | -11 | -3.0 | 8 | 0 | 2 | 3 | 0 | -1 | -8
CCN(C(=O)C1=COCCO1)c1nc2c(C)cccc2s1 | 0 | -12 | 0.5 | 0 | 4 | -6 | -4 | 2 | 4 | -1
COc1ccc2c(c1)CCc1cnc(N)nc1-2 | 4 | 1 | 0.9 | -1 | -1 | 1 | 0 | -3 | -3 | -10
CCCc1cc(=O)oc2cc(C)cc(OCC(=O)NCCCN3CCOCC3)c12 | 3 | -3 | 0.8 | -8 | -1 | 1 | -1 | -3 | 1 | 2
Cc1cc(Cl)c2oc(C(=O)NCC(C)(C)N3CCOCC3)c(C)c2c1 | 2 | -2 | -1.5 | -2 | 8 | 3 | -4 | 0 | 4 | -7
CC(=O)N1Cc2cc(C(=O)NCC(F)(F)F)nc(-c3cccc(-c4cc5ccccc5o4)c3)c2[C@@H]1CCO | -7 | . | 0.3 | 5 | 4 | -8 | -4 | -3 | 4 | -5
CCc1nn(CC(=O)NCCC2=CCCCC2)c(=O)c2cc3cc(F)ccc3n12 | 0 | 2 | -1.9 | 2 | 4 | 2 | 2 | 0 | 1 | -4
COc1ccc(C(=O)Nc2ccnn2C2CCN(C(=O)c3cccnc3)CC2)cc1 | -1 | 1 | -2.0 | 2 | 7 | 6 | -7 | -1 | 3 | -12
CC(NC(=O)c1ccco1)C(=O)Nc1nccs1 (stereo not drawn) | -4 | 3 | -0.7 | 0 | 16 | 2 | -5 | -2 | 4 | 2
COC(=O)[C@H](CC(C)C)NC(=O)N1CCCCC1 | 0 | -1 | -0.9 | -2 | -2 | -1 | -2 | 8 | -1 | 3
CCN(CC(=O)Nc1ccccc1C(F)(F)F)C(=O)Cn1c(=O)cnc2ccccc21 | 6 | -1 | 1.3 | -5 | 2 | -11 | 5 | -1 | 2 | -1
Cc1ccc(C(=O)Nc2cccc(C(F)(F)F)c2)cc1NC(=O)c1cnnc2ccccc12 | 3&5 | -5&4 | 0.2&0.4 | 2&4 | -18&-8 | -4&1 | 4&-1 | 9&0 | -2&3 | -2&7
CCOCc1nnc(NC(=O)c2c(OC)cccc2OC)s1 | 1 | 2 | -1.6 | 2 | 1 | -3 | 2 | -1 | 0 | 1
COc1ccccc1/C=C/CN1CCC(Oc2ccc(C(=O)N3CCCCC3)cc2)CC1 | -7 | -6 | -0.7 | -11 | -5 | 14 | 0 | 2 | -2 | 2
O=C(NC1CC2CCCC(C1)N2CC(=O)N1CCCc2ccccc21)C1CCCCC1 (stereo not drawn) | 2 | 1 | 0.6 | -12 | -1 | 3 | -2 | 0 | 0 | -4
Cc1cc(C(=O)CN(Cc2ccc(F)cc2)S(=O)(=O)c2ccc3c(c2)OCCO3)c(C)n1C | 0 | -28 | 1.2 | 2 | -1 | -5 | -1 | -2 | 1 | -9
COc1ccccc1Oc1ccc(N/C=C/C(=O)C(C)(C)C)cc1 | 1 | -4 | -2.4 | 0 | 11 | 0 | -3 | -3 | 1 | 3
Nc1nnnn1/N=C/c1ccccn1 | -2 | 2 | 0.9 | 0 | 1 | 6 | -6 | -5 | 6 | -1
COc1ccc(-n2c(Cc3cccs3)nnc2SCC(=O)Nc2ccc3c(c2)OCCO3)cc1 | -6 | -23 | -0.9 | 2 | 2 | 8 | -1 | 0 | -3 | -13
CC(CC(=O)Nc1nncs1)c1ccccc1 (stereo not drawn) | -2 | 1 | 0.9 | 2 | -2 | -3 | 1 | 2 | 0 | -6
COc1ccc(O)c(/C=N/N2CCCCC2)c1 | 0 | -5 | -1.6 | -4 | -6 | -3 | 2 | -3 | 7 | 2
O=C(O)c1ccc2cccnc2n1 | 1 | 8 | 1.1 | 4 | 0 | 5 | 5 | 5 | -6 | 4
Cc1ccc(NS(=O)(=O)c2cccc(C(=O)N3CCCCCCC3)c2)cc1 | 6 | -6 | 1.8 | -5 | 5 | -3 | 5 | 4 | 2 | 1
COc1cc(/C=C/C(=O)Nc2ccccc2C(F)(F)F)cc(OC)c1OC | 0 | . | 0.7 | -8 | 2 | -5 | 2 | -1 | -3 | -5
CCc1nnc(NC(=O)c2ccc(Cl)c(S(=O)(=O)N3CCc4ccccc43)c2)s1 | 4 | -51 | -0.5 | 27 | 3 | -5 | 5 | 4 | 0 | -14
COC(=O)c1ccc(N2CCN(S(=O)(=O)c3ccccc3)CC2)c([N+](=O)[O-])c1 | -5 | 6 | -2.7 | -4 | 7 | 1 | -6 | -3 | -4 | -1
COc1ccc(NC(=O)Nc2c(C)n(C)n(-c3ccccc3)c2=O)cc1OC | -2 | 2 | -0.6 | -3 | 0 | 1 | -2 | -1 | -1 | 0
NC(=O)c1ccc(NC(=O)COC(=O)c2cc(S(=O)(=O)N3CCOCC3)ccc2N2CCCCC2)cc1 | -3 | -3 | -4.0 | 3 | -3 | 8 | -4 | 2 | 3 | -9
CN(C(=O)C1CCCC1)C1CCS(=O)(=O)C1 (stereo not drawn) | 3 | -2 | -2.1 | 2 | 4 | -4 | -4 | 10 | 2 | -4
COc1ccc(NC(=O)CN2CCN(CC(=O)Nc3ccccc3OC)CC2)c(OC)c1 | -3 | 7 | 0.3 | -6 | -4 | 11 | 0 | 0 | 3 | 6
CC(C)C[C@H]1CN(CCCC[C@@H]2CNC(=O)C(=O)N2Cc2ccccc2)C(=O)C(=O)N1CC1CCCCC1 | 1 | . | 1.0 | -2 | -3 | 3 | -1 | 19 | 7 | -7
CCCC(c1nnnn1CCc1ccccc1)N1CCN(C(=O)c2ccco2)CC1 (stereo not drawn) | -6 | 0 | -1.5 | -2 | -2 | 0 | 6 | 0 | -1 | 1
CC(=O)C1=C(O)C(=Cc2ccccc2)OC1=O | -2 | -15 | -1.1 | 36* | 5 | -19 | 1 | 1 | 5 | -32
CCOc1ccc(NC(=S)NCc2nc3ccccc3[nH]2)cc1 | -1 | -4 | 0.3 | 0 | -8 | 1 | 2 | -3 | -4 | 6
O=C(NC1CC1)c1ccc2sc([C@@H]3O[C@H](CO)[C@H](O)[C@H](O)[C@H]3O)nc2c1 | 3 | . | 0.0 | -1 | 1 | -7 | 1 | 1 | -4 | 8
O=c1cc(CO)oc(C(Nc2ccccn2)c2ccc(F)cc2)c1O (stereo not drawn) | 10 | 7 | 1.0 | 9 | -1 | 2 | 13 | 5 | -7 | -11
Cc1onc(-c2ccccc2)c1C(=O)NC(=S)NNC(=O)c1ccco1 | -2 | . | -0.6 | 6 | -3 | 12 | -3 | 0 | -2 | 4
COc1cc(C)ccc1Oc1nc(-c2ccccc2O)nc2ccccc12 | 2 | -6 | 1.4 | 3 | 1 | -2 | -2 | 6 | 2 | -8
Fc1cccc(-c2csc(-c3ccno3)n2)c1 | -4 | 1 | 2.8 | -1 | -2 | 2 | 8 | -4 | -3 | 10
COc1ccc(C(=O)Nc2cccc3nc(C)ccc23)c(OC)c1 | -2 | -13 | -0.2 | 1 | 1 | 3 | -1 | -1 | 1 | -1
O=C(Nc1ccc(S(=O)(=O)C(F)F)cc1)c1cccc(S(=O)(=O)N2CCOCC2)c1 | -2 | -4 | 0.3 | 8 | 3 | -6 | 2 | 5 | 1 | -12
CCCc1n(CC)c2ccccc2[n+]1CC(O)COC1CCCCC1 (stereo not drawn) | 7 | 0 | -1.5 | -1 | -2 | -8 | 2 | 3 | -3 | -2
CC1=CC(=O)C(Sc2ccc(C)cc2)=CC1=O | -8 | -4 | 3.7 | 8 | 7 | -1 | 88* | -4 | 17* | 23
COc1ccc2c(c1)C(C)=CC(C)(C)N2S(=O)(=O)c1ccc(Br)cc1 | -5 | -20 | -0.7 | -1 | 3 | 1 | -2 | 0 | 3 | -6
O=C(Cc1csc(-c2ccccc2)n1)NCc1ccc(F)cc1 | -1 | -6 | 0.0 | -4 | -4 | -6 | 0 | 6 | -3 | 2
Cc1c(Cl)cccc1NC(=O)CCN1CCC(C(N)=O)CC1 | 7 | 3 | -1.3 | 4 | 6 | -2 | 12 | 4 | -2 | -8
CCOC(=O)C1(C)CCN1C(=O)c1cc(OC)ccc1Br (stereo not drawn) | -4 | . | -0.7 | 2 | -4 | 1 | -4 | -2 | 0 | 5
N#Cc1ccccc1Sc1ccccc1C(=O)Nc1ccccc1 | -3 | -18 | -0.3 | 2 | -6 | 8 | 1 | 1 | 0 | -3
O=C(CCCC(=O)N1CCN(c2ccccc2F)CC1)N1CCN(c2ccccc2F)CC1 | 5 | 2 | -0.3 | -6 | 0 | 2 | 0 | 0 | 1 | 3
O=C(Cn1cncn1)NCCCc1ccccc1 | 2 | 5 | -1.6 | -5 | -3 | -7 | 5 | 3 | -4 | 5
Cc1ccc(NC(=O)C2CCN(S(=O)(=O)c3ccc4c(c3)oc(=O)n4C)CC2)cc1 | -3 | 5 | -0.3 | 2 | -5 | 4 | -2 | -2 | -2 | 3
CN(c1ccccc1)c1ncnc2c1ncn2C | 4 | 1 | -1.6 | 2 | -7 | 2 | 2 | -2 | 0 | 7
CC(=O)Nc1cccc(-c2cnc(NC(C)=O)cn2)c1 | -3 | . | -1.8 | 5 | -5 | -1 | -1 | -2 | 1 | 1
CC(=O)CCC(=O)c1ccc2ccccc2c1 | -2 | 0 | -0.1 | -1 | -4 | 9 | 1 | -6 | 1 | -1
O=C(CSc1ccc(-c2ccco2)nn1)NC1CCCC1 | 0 | -2 | -1.3 | -1 | -5 | 0 | 1 | -1 | 3 | 5
Cn1c(=O)c(/C(N)=N/OC(=O)c2ccccc2)cn(-c2ccccc2)c1=O | 7 | 3 | 2.0 | 0 | 1 | -9 | 10 | 9 | 2 | 0
CCOc1cccc(N(C(=O)CNC(=O)c2ccco2)C(C(=O)NCC2CCCO2)c2ccccc2)c1 (stereo not drawn) | 2 | -4 | 1.8 | -6 | 3 | -3 | 3 | 0 | 0 | 7

By substructure: the entries above with two or more sulfur atoms.
SMILES | MBD2 inh | HTRA1 inh | PG9 Ab binder | rCAG RNA binder | NR1D1 modulator | TCR CD3 inh | PRMT1 FP inh | UHRF1 binding | LEDGF integ inh | mABHD4 FP
Cc1cc(C)cc(NC(=O)Cc2ccc(S(=O)(=O)N3CCCC3)s2)c1 | 1 | -11 | -3.0 | 8 | 0 | 2 | 3 | 0 | -1 | -8
COc1ccc(-n2c(Cc3cccs3)nnc2SCC(=O)Nc2ccc3c(c2)OCCO3)cc1 | -6 | -23 | -0.9 | 2 | 2 | 8 | -1 | 0 | -3 | -13
CCc1nnc(NC(=O)c2ccc(Cl)c(S(=O)(=O)N3CCc4ccccc43)c2)s1 | 4 | -51 | -0.5 | 27 | 3 | -5 | 5 | 4 | 0 | -14
O=C(Nc1ccc(S(=O)(=O)C(F)F)cc1)c1cccc(S(=O)(=O)N2CCOCC2)c1 | -2 | -4 | 0.3 | 8 | 3 | -6 | 2 | 5 | 1 | -12
